APEX1 inh: inhibitors of human APE1 endonuclease; actives 0.35% (n = 350,000); Potency, µM (highest dose often 65.8 µM), for the others: top-dose activity change, negative = inhibition, hits mostly inhibitors; P27695; recombinant APE1, TAMRA/BHQ-2 abasic DNA cleavage fluorescence;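 further: potency means the concentration at half of the fitted maximal effect; plate controls were vehicle for no effect and reference inhibitor for full effect; nearly all actives have a fitted effect of over 55% in size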
Target sequence (P27695 whole entry, looked up): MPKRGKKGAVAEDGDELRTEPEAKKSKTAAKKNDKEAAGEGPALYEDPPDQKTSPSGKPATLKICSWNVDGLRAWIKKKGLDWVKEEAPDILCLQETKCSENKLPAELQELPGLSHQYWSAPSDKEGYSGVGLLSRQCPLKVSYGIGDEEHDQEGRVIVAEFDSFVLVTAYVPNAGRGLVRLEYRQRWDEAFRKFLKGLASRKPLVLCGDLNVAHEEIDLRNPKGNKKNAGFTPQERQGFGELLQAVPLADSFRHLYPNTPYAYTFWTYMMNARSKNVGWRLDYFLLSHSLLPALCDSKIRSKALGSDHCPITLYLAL
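APE1 at 0.75 nM preincubated 15 min at room temperature with compound. Reaction then started with 50 nM double-stranded THF-abasic substrate labelled with TAMRA/BHQ-2, and 525/598 nm fluorescence read kinetically. Activity taken as third-minus-first read difference, normalized to DMSO and NSC13755 controls.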
BLM inh: Bloom syndrome helicase (human) inhibition | AID 2528 | Potency, µM (top dose mostly 56.1 µM), for the others: at the highest dose activity change, negative = inhibition, hits mostly inhibitors | recombinant BLM DNA unwinding, fluorescence dequenching | actives 0.2% (n = 350,000) | P54132;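 further: potency means the concentration at half of the fitted maximal effect; plate controls were vehicle for no effect and no enzyme for full effect; nearly all actives have a fitted effect of over 35% in size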
Anesthetic bind: binds horse apoferritin like a general anesthetic; P02791; apoferritin/1-aminoanthracene competitive binding, fluorescence; Potency, µM (highest dose often 77.5 µM), without a hit: at the highest dose activity change, negative = displacement, most hits filed as inhibitors; actives 0.074% (n = 350,000); AID 485281; further: potency means the concentration at half of the fitted maximal effect; on the % scale 0 is the no-effect control and ±100 the full control effect; nearly all actives have a fitted effect of over 20% in size
Target sequence (P02791 2-175 limits assumed): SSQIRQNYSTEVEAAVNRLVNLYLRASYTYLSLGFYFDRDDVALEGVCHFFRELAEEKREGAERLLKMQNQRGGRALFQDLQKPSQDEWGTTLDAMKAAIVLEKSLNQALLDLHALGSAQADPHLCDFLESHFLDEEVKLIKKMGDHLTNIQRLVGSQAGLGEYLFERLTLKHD
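Steps: apoferritin (10 uM) was premixed with half-saturated 1-AMA in PBS, compounds were pin-transferred, plates stood 10 min at room temperature, fluorescence was read at 380/535 nm, and curves were fitted with a Hill equation.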
POLK inh: blocks human DNA polymerase kappa activity; Q9UBT6; purified Pol kappa, fluorescent DNA synthesis assay, 10 min; Potency, µM (titrated, usually from 107 µM), for inactives: at the highest dose activity, negative = inhibition, usual class: inhibitors; actives 0.53% (n = 400,000); AID 588579; further: potency means the concentration at half of the fitted maximal effect; on the % scale 0 is the no-effect control and ±100 the full control effect
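50 nM final substrate added after 15 min RT preincubation of 10 nM Pol kappa with compound; fluorescence read at 0 and 10 min.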
POLB inh: inhibitors of human DNA polymerase beta; Pol beta primer extension/strand displacement, fluorescence kinetic; actives 1.3% (n = 340,000); P06746; AID 485314; Potency, µM (doses to about 114 µM), without a hit: at the top dose activity change, negative = inhibition, usual class: inhibitors; further: potency means the concentration at half of the fitted maximal effect; on the % scale 0 is the no-effect control and ±100 the full control effect
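Kinetic readout of DNA synthesis with strand displacement by Pol beta. Compound and 10 nM enzyme sit 15 min at room temperature; 50 nM substrate starts the reaction, read immediately and at 10 min.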
POLH inh: DNA polymerase eta (human) inhibition; Potency, µM (series often up to 114 µM), without a hit: at the top dose activity change, negative = inhibition, hits mostly inhibitors; Q9Y253; recombinant Pol eta, fluorescent DNA replication assay; actives 1.2% (n = 390,000); further: potency means the concentration at half of the fitted maximal effect; on the % scale 0 is the no-effect control and ±100 the full control effect
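Pol eta at 10 nM preincubated with compounds 15 min at room temperature; reaction started with fluorescent substrate (50 nM final) and read kinetically at 0 and 10 min.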
RXFP1 antag: RXFP1 (human) relaxin receptor antagonism. activity change, negative = inhibition, % at 57.5 µM. HEK293-RXFP1, relaxin-stimulated cAMP HTRF, 30 min; hits give low values. Q9HBX9. AID 1259400. actives 0.59% (n = 350,000);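 active means activity change of -60% or lower, but not beyond a set lower limit; inconclusive means change between -60% and -40%, or beyond the set limit; inactive means change above -40%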; further: on the % scale 0 is the no-effect control and ±100 the full control effect
PGK inhibitor: blocks T. brucei phosphoglycerate kinase. AID 602233. PGK/GAPDH coupled, Kinase-Glo luminescence, 60 min. Potency, µM (highest dose often 57.5 µM), for the others: at the top dose activity change, negative = inhibition, hits mostly inhibitors. actives 0.043% (n = 380,000); further: potency means the concentration at half of the fitted maximal effect; on the % scale 0 is the no-effect control and ±100 the full control effect; nearly all actives have a fitted effect of over 60% in size
Target sequence (P07378 whole entry, looked up): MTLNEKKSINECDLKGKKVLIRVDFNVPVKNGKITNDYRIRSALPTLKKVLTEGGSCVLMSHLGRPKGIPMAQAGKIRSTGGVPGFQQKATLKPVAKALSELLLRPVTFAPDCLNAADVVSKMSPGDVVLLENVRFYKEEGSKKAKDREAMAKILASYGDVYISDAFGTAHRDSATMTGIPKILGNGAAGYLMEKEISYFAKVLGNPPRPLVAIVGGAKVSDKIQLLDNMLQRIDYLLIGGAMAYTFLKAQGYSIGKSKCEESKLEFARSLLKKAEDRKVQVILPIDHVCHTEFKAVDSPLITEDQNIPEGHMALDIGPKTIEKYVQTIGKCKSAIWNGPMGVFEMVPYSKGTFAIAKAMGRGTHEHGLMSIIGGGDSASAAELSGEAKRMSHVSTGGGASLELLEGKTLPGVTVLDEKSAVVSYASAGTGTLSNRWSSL
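Luminescent ATP detection (Kinase-Glo Plus) follows a 60-minute room-temperature incubation, with wells lacking PGK as controls. Buffer: 100 mM TEA (pH 7.6), 5 mM MgCl2, 0.01% Tween-20. Coupling enzyme GAPDH (100 nM final) supplies unstable 1,3-BPG in-well.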
POLI inh: blocks human DNA polymerase iota activity; Q9UNA4; Pol iota fluorescent replication assay, 10 min; Potency, µM (highest dose often 115 µM), inactives show at the highest dose activity, negative = inhibition, usual class: inhibitors; actives 1% (n = 390,000); further: potency means the concentration at half of the fitted maximal effect
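Pol iota at 10 nM preincubated 15 min with compounds at room temperature; reaction started with fluorescent substrate, 50 nM final. Fluorescence read kinetically at 0 and 10 min; buffer-only wells as negative control.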
* hit, by the source's call; i = inactive; ? = inconclusive; / = no result given; & = joins results of further samples; [ ] = another dose, or the depositor's remark. Unless noted, the call rests on the fitted dose curve; in most records, active means well fitted curve in the direction sought with a large enough effect; inconclusive means small, poorly fitted or top-dose-only effect, or another doubt; inactive means no such curve, though single readings can be large; an effect the other way counts as inactive or inconclusive. This is a subset, so the mix of outcomes need not match the whole.

SMILES	APEX1 inh	BLM inh	Anesthetic bind	POLK inh	POLB inh	POLH inh	RXFP1 antag	PGK inhibitor	POLI inh
CCOc1ccc(NC(=O)C2=C(C)NC(=S)NC2c2ccc(O)c(OC)c2)cc1 (stereo not given)	-1%	-1%	3%	-5%	0%	5%	/	-4%	9%
CC(=O)Nc1ccc(S(=O)(=O)N[C@@H](C)C(=O)OCc2cc([N+](=O)[O-])cc3c2OCOC3)cc1	5%	0%	-1%	-17%	19%	4%	-1	9%	-10%
Cc1ccccc1CN1CCc2cc([N+](=O)[O-])ccc21	-15%	-5%	-10%	2%	1%	-10%	-12	-3%	7%
CS(=O)(=O)c1ccc(-c2nnn(CC(=O)N3CCCCC3)n2)cc1	21%	2%	-2%	4%	34%	-5%	6	-8%	20%
COC(=O)COc1ccc(C(=O)Cn2c(NCCCO)nc3ccccc32)cc1	/	/	/	-13%	/	-15%	-6	-2%	-5%[58.9 µM]
CC(=O)/C(C#N)=C1\NC(=O)C(Cc2ccccc2)S1 (stereo not given)	-4%	-10%	?	-12%	3%	-3%	-7	0%	19%
COc1ccc(S(=O)(=O)NCc2cccn2Cc2cc(C)ccc2C)cc1OC	/	-6%	-19%	-4%[60.1 µM]	0%	-21%	/	i	-10%
O=C(/C=C/c1ccc(Cl)cc1)Nn1c(-c2cccs2)nc2ccccc2c1=O	10%	4%	-8%	4%	31%	-20%	2	/	5%
Cc1ccccc1C(=O)N1CCC(C(N)=O)CC1	3%	5%	-5%	-2%[60.1 µM]	2%	-10%	-2	1%	39%[activator]
CCCCC[C@]12Cc3cc(OC)c(OC)cc3[C@H](O1)c1c(cc(C)oc1=O)O2	-7%[12.4 µM]	-2%[12.4 µM]	-4%[15.3 µM]	/	7%[22.9 µM]	/	/	/	/
O=C(CNc1ccccc1)N/N=C/c1ccc([N+](=O)[O-])o1	-8%	-2%	?	-12%	-26%	?	0	-7%	?
Cc1ccccc1CS(=O)(=O)Cc1ccc(C(=O)NCCCN2CCOCC2)o1	3%	-7%	-3%	2%	16%	-15%	-7	-8%	119%[activator]
Cc1ccc(C)c(NC(=O)c2cc(S(=O)(=O)N3CCCCC3)ccc2N2CCOCC2)c1	-16%	/	/	-11%	/	-6%	-1	5%	1%
Cc1nc2c(C)cccn2c1C(=O)N/N=C/c1ccccc1[N+](=O)[O-]	1%	-3%	-2%	-15%	24%	-2%	4	0%	6%
COc1ccc(CCNC(=O)CS(=O)Cc2nc(-c3ccccc3F)oc2C)cc1OC (stereo not given)	24%	2%&-9%	-2%&-1%	-19%&-6%	?	-18%&-8%	17&-10	-4%	-2%&6%
CCN1CCN(c2nn3c(=O)c4ccccc4nc3c3ccccc23)CC1	-7%	34%[activator]	-14%	-9%	35%	-16%	-12	-9%	7%
O=C(NCc1ccccc1F)C(=O)NCC1CCCN1S(=O)(=O)c1cccs1 (stereo not given)	-5%	/	/	-2%	/	-14%	9	7%	6%
Cc1ccc(C(C)C)c(OCCNC(=O)c2cncc(Br)c2)c1	?	-12%	?	-21%	-1%	-9%	-13	-1%	-5%
CCN(CC)CCNC(=O)c1ccc(NC(=O)c2ccc(C(=O)c3ccccc3)cc2)cc1	52%	/	/	2%	/	-19%	-2	i	0%
CC(=O)NS(=O)(=O)c1ccc(NC(=O)[C@@H]2CCCN2S(=O)(=O)c2ccc(Cl)cc2)cc1	-6%	/	/	-3%	/	-1%	2	1%	-27%
COc1cc(C)c(CN2CCC(n3nccc3NC(=O)C3CC3)CC2)cc1C	10%	-1%	-4%	-2%	?	-26%	0	-3%	20%
Cc1nnc(SC(C)C(=O)Nc2ncc(Cl)cc2Cl)n1Cc1ccccc1 (stereo not given)	0%	-1%	-21%	-8%	8%	-10%	3	0%	-11%
CC(C)CCNc1nc(N)c([N+](=O)[O-])c(NC2CCCCC2)n1	25%	-3%	-9%	-21%	-12%	-12%	8	/	?
Cc1cc(C)c(S(=O)(=O)NCc2csc(C)n2)c(C)c1	1%	-6%	4%	-5%[60.1 µM]	4%	-4%	3	i	14%
CCCNC(=O)c1c(NC(=O)c2ccccc2F)sc2c1CCCCC2	/	-4%	-2%	2%	26%	2%	-7	i	15%
O=C(CCNC(=O)c1ccc([N+](=O)[O-])cc1)NNC(=O)c1ccccc1F	1%	/	/	-4%	/	-5%	11	4%	-16%
CC(C)Oc1ccccc1/C=N/NC(=O)C1CC1	/	/	/	-5%	/	-6%	-3	-5%	-4%
C=CCn1c(=O)c2c(nc3n2CCN3c2cccc(Cl)c2C)n(C)c1=O	-1%	2%	-12%	-4%	1%	-15%	-6	-11%	-6%
c1ccc(Cc2nc3ccccc3[nH]2)cc1	4%	-2%	-14%	-21%	2%	0%	/	1%	-11%
Cc1c(C(=O)N2CCN(c3ccccc3F)CC2)sc2nc(-c3ccccc3)cn12	0%	-5%	-14%	-2%	0%	-4%	-2	-5%	16%
Cc1cc(=O)oc(C)c1C(=O)Nc1ccc(Cl)cn1	-2%	3%	-5%	-14%	7%	3%	-3	7%	12%
COc1ccc(C(CNC(=O)c2cccc(S(=O)(=O)Nc3ccccc3OC)c2)N2CCCC2)cc1 (stereo not given)	0%	/	/	-5%	/	0%	-4	6%	27%
CCOc1ccccc1N1C(=O)c2cccnc2C1=O	4%	0%	3%	-3%	19%	-10%	/	-2%	-18%
COc1ccc(CC(=O)Nc2nn(C)c3nc4c(C)cccc4cc23)cc1	4%	-1%	74%[activator]	0%	-1%	-17%	-8	0%	23%
CC1CN(C(=S)Nc2ccccc2)C(C)CN1C=O (stereo not given)	/	/	/	-8%	/	-8%	1	i	38%[activator]
Cc1ccc(C2CC(c3cccs3)=NN2C(=O)CSC2=NCCS2)cc1 (stereo not given)	-5%	-10%	70%[activator]	-1%	19%	-8%	-4	2%	-6%
Cc1cc(=O)n(CCO)c(O)c1C#N	4%	-3%	12%	-14%	6%	12%	-5	-7%	18%
CCc1ccc(-n2c(=O)c3c4c(sc3n(CC(=O)c3ccc(Cl)cc3)c2=O)CCC4)cc1	/	-3%	-2%	11%	2%	2%	/	-4%	-14%
COc1cc2cc(CN(CCO)C(=O)c3cccs3)c(=O)[nH]c2cc1OC	14%	-4%	-4%	-23%	18%	-1%	0	i	0%
COC(=O)C1OC2(OC1C(=O)OC)c1ccccc1-c1ccccc12 (stereo not given)	6%	-2%	-11%	-1%	3%	-10%	4	-4%	9%

3 of the entries above in order of the BLM inh value, low to high.
structure,BLM inh,Anesthetic bind,POLK inh,POLB inh,POLH inh,RXFP1 antag,PGK inhibitor,POLI inh
Cc1ccc(C2CC(c3cccs3)=NN2C(=O)CSC2=NCCS2)cc1 (stereo not given),-10%,70%[activator],-1%,19%,-8%,-4,2%,-6%
CCCNC(=O)c1c(NC(=O)c2ccccc2F)sc2c1CCCCC2,-4%,-2%,2%,26%,2%,-7,i,15%
Cc1nnc(SC(C)C(=O)Nc2ncc(Cl)cc2Cl)n1Cc1ccccc1 (stereo not given),-1%,-21%,-8%,8%,-10%,3,0%,-11%

Individual results from the results shown:
`COC(=O)C1OC2(OC1C(=O)OC)c1ccccc1-c1ccccc12` (stereo not given) in Anesthetic bind → -11%
`Cc1cc(=O)n(CCO)c(O)c1C#N` in POLH inh → 12%

Further records.
SMILES	APEX1 inh	BLM inh	Anesthetic bind	POLK inh	POLB inh	POLH inh	RXFP1 antag	PGK inhibitor	POLI inh
CCc1ccc2occ(CC(=O)Nc3c(C(=O)Nc4ccc(C)cc4)oc4ccccc34)c2c1	/	-3%	0%	-10%	10%	-14%	-1	16%	-23%
Cc1c(C(=O)Nc2ccc3c4c(cccc24)CC3)cccc1[N+](=O)[O-]	15%	-4%	-2%	3%[60.1 µM]	-2%	-11%	-10	-9%	5%
CC(=O)c1ccc(N2CCN(C(=O)C3CCN(S(=O)(=O)c4ccc5c(c4)CC(C)N5C(=O)C4CC4)CC3)CC2)cc1 (stereo not given)	-9%	1%	-2%	-8%	2%	-5%	-5	5%	19%
O=C(O)CCNS(=O)(=O)c1ccc(Oc2ccccc2Cl)cc1	2%	2%	-6%	0%	37%	8%	-15	-5%	-3%
Cc1cc2nc3c(=O)[nH]c(=S)[nH]c3nc2cc1NC(=O)C(F)(F)F	20%	0%	78%[activator]	-4%	-2%	3%	-9	-10%	-11%
COC(=O)c1ccc(NC(=O)Cn2nnc(-c3cccs3)n2)cc1	0%	-9%	-4%	-4%	-34%	7%	4	i	3%
CCc1ccc(NC(=O)CSc2ccc3nc(-c4ccc(OC)cc4)cn3n2)cc1	/	-8%	63%[activator]	-13%[60.1 µM]	-11%	-23%	3	-5%	16%
O=C(O)c1cccc(NC(=O)c2ccc(N3C(=O)c4ccc(C(=O)Nc5cccc(C(=O)O)c5)cc4C3=O)cc2)c1	4%	2%	-11%	-14%	3%	-21%	0	-1%	44%[activator]
Cc1c(C)n(C)c2ccc(C(=O)N3CCN(c4ccccc4)CC3)cc12	30%	-5%&-3%	-6%&-8%	9%&-1%	16%&24%	-13%&-2%	-10&-29	-11%&-3%	31%&0%[activator]
CCn1ncc(CNC(=O)C2(C)CC2(Cl)Cl)c1C (stereo not given)	2%	-2%	-2%	-10%	11%	-12%	4	10%	4%
CCOc1ccc(C(=O)NCc2ccc3c(c2)CCN3C(=O)c2ccc(Cl)cc2)cc1	/	-11%	-17%	0%[60.1 µM]	-13%	10%	-11	-3%	7%
Nc1nonc1C(=O)NCCNC(=O)c1cccc(Cl)c1	-1%	1%	-14%	-26%	0%	-2%	2	2%	6%
CC(C)(O)[C@H](O)COc1c2ccoc2cc2oc(=O)ccc12	-2%	-7%	0%	-17%	0%	2%	/	i	-21%
O=C(c1ccc(S(=O)(=O)N2CCCCC2)cc1)c1nnc(-c2ccc(Cl)cc2)o1	-1%	-4%	-12%	0%	1%	8%	/	-2%	11%
Cc1c(-n2c(=O)n(Cc3ccccc3)c(=O)c3[nH]cnc32)cccc1S(C)=O (stereo not given)	71%[activator]	2%	6%	0%	-23%	-14%	-9	i	136%[activator]
Cc1ccccc1NS(=O)(=O)c1ccc(C(=O)N2CCCC(C(F)(F)F)C2)cc1 (stereo not given)	-15%	/	/	-23%	/	-4%	-10	7%	?

High-throughput results (PubChem)
